UTI89 phage lysis – protection from phage-mediated lysis, alamar blue read-out – E. coli UTI89, K1F phage, bacterial capsule biogenesis inhibitors (AID 488966) | 340,000 tested, 0.02% active | E. coli UTI89 K1F phage lysis, alamar blue, 2 h; higher % means a stronger effect | inhibition, % at 100 µM, or IC50 in µM where a hit was titrated;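 active = phage lysis inhibition, versus mean bacterial control, above a set limit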;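 note: capsule biogenesis inhibitors block K1F phage lysis so surviving cells raise fluorescence; higher fluorescence means more inhibition of phage lysis; actives were called in the ten point dose series up to 300 µM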
The depositor's hits bear a star; i = inactive; [ ] = remark or other dose.

SMILES | UTI89 phage lysis
O=S(=O)(NCc1ccc(F)cc1)c1ccc(-c2cnc(C3CC3)o2)cc1 | -0.4%
CC(C#N)(Cc1ccccc1)Nc1ccccc1 (stereo not given) | -1.2%
O=c1c2ccccc2oc2cc(NCCCN3CCOCC3)ccc12 | 0.6%
COC(=O)CCCC(=O)N1CCC(n2nccc2NC(=O)CCOc2ccccc2)CC1 | 0.2%
CCC(C)(C)NC(=O)C(c1ccc(C)cc1)N(CC1CCCO1)C(=O)CCC(=O)Nc1ccccn1 (stereo not given) | 0.2%
Cc1cc(C(=O)N/N=C/c2ccc(Br)o2)n[nH]1 | -10%
O=C(CCN1C(=O)[C@@H]2Cc3ccccc3CN2C1=O)Nc1cccc(F)c1 | 0.6%
C[C@]12C(=O)N(c3cccc(F)c3)C(=O)N1[C@@H]1c3ccccc3OC[C@@H]1[C@H]2c1ccccc1 | 4.2%
Cc1ccc(C)c(NC(=O)COC(=O)CNC(=O)C2CCCCC2)c1 | 0.8%[50 µM]
Cc1nn(-c2ccc(C(=O)NCC(c3ccco3)N3CCCC3)cc2)c(C)c1Cl (stereo not given) | 0.6%[50 µM]
COc1cccc(C(=O)NCC(c2ccco2)N2CCc3ccccc3C2)c1 (stereo not given) | 0.8%[50 µM]
C/C(=N\NC(=O)c1ccoc1C)c1cccc2ccccc12 | 0.1%
Cc1ccc(OCC(=O)NCCCNC(=O)c2ccncc2)cc1C | 0.6%
Cc1nc2c(-c3ccc(Cl)cc3)cnn2c(N)c1-c1ccc(F)cc1 | 0.2%
COc1cccc(CN(C)C(=O)c2cc(S(=O)(=O)N3CCCC3)ccc2C)c1OC | 0.4%[50 µM]
CC1CC(C)CN(CCCNC(=O)CCNC(=O)Cn2cnc3ccccc3c2=O)C1 (stereo not given) | 0.3%
CCC[C@H]1CC(=O)C=C(c2ccc(OC)cc2)ON1C(=O)OC(C)(C)C | 0.2%
Cc1noc(C)c1NC(=O)N(C)C[C@H]1Oc2ccc(NC(=O)Nc3ccc4c(c3)OCO4)cc2C(=O)N([C@H](C)CO)C[C@@H]1C | -0.5%
COc1ccc(NC(=O)CN(C)C(=O)/C=C/c2cn(-c3ccccc3)nc2-c2ccc(F)cc2)cc1 | 0.1%[50 µM]
CCOc1ccc(-c2cccc(NC(=O)c3cccs3)c2)nn1 | 0.8%[50 µM]
CCC(=O)N1CCN(c2ccc(NC(=O)COc3ccc(CC)cc3)cc2)CC1 | -0.4%
CNC(=O)N1c2ccccc2C=Cc2ccccc21 | 0.0%
CN(C(=O)CCc1nc2ccccc2c(=O)[nH]1)C1CCS(=O)(=O)C1 (stereo not given) | 0.3%[50 µM]
COc1ccccc1-c1noc(CCCC(=O)NC2CCCC2)n1 | 0.3%

Retrieved by compound from the list above:
SMILES | UTI89 phage lysis
CC1CC(C)CN(CCCNC(=O)CCNC(=O)Cn2cnc3ccccc3c2=O)C1 (stereo not given) | 0.3%
COc1ccc(NC(=O)CN(C)C(=O)/C=C/c2cn(-c3ccccc3)nc2-c2ccc(F)cc2)cc1 | 0.1%[50 µM]
Cc1nc2c(-c3ccc(Cl)cc3)cnn2c(N)c1-c1ccc(F)cc1 | 0.2%
Cc1noc(C)c1NC(=O)N(C)C[C@H]1Oc2ccc(NC(=O)Nc3ccc4c(c3)OCO4)cc2C(=O)N([C@H](C)CO)C[C@@H]1C | -0.5%
CN(C(=O)CCc1nc2ccccc2c(=O)[nH]1)C1CCS(=O)(=O)C1 (stereo not given) | 0.3%[50 µM]

Next section.
SMILES | UTI89 phage lysis
CCOc1ccc(S(=O)(=O)NCc2ccncc2)cc1NC(=O)c1ccccc1 | 0.6%[50 µM]
Cc1ccc(S(=O)(=O)N2C[C@@H]3[C@H]4CC[C@H](C4)[C@@H]3[C@@H](C)[C@@H]2c2cn(Cc3ccccc3)c3ccc(F)cc23)cc1 | 1.7%
COCCn1ccc2c(OCC(=O)NCc3ccccc3)cccc2c1=O | 1.3%[50 µM]
CN(C)C(=O)CCc1ccc2c3c([nH]c2c1)[C@]1(C)[C@@H](C(=O)N2CCOCC2)C[C@H](CC(=O)NC(C)(C)C)C(=O)N1CC3 | 0.0%
CS(=O)(=O)c1ccccc1C(=O)Nc1ccc(-c2nc3ccccc3[nH]2)cc1 | 0.4%
Cc1ccc(CNCc2ccc3c(c2)OCO3)c(C)c1 | 0.0%
CN1CCN(Cc2nc3ccccc3n2C)CC1CCO (stereo not given) | 0.2%
COc1ccc(C(=O)c2c3ccc(OC)cc3[n+]([O-])n2Cc2ccc(C(N)=O)cc2)cc1 | -1.9%
CCC/C(=N\NC(=O)C1CCCC1)c1ccccc1 | 0.1%[50 µM]
CCn1c(SC(C)C(=O)Nc2ccc(N3CCOCC3)cc2)nnc1C1CC1 (stereo not given) | 1.1%[50 µM]
N#CCN1C(=O)NC2(CCCc3sccc32)C1=O (stereo not given) | -0.1%
Cn1c(SCC(=O)Nc2ccc3c(c2)CCC3)nnc1C1CC1 | 0.2%[50 µM]
COc1ccc(NC(=O)CN(C)C2CCS(=O)(=O)C2)cc1 (stereo not given) | 0.0%[50 µM]
CCOC(=O)C1CCN(C(=O)CC2(CC(=O)O)CCCC2)CC1 | 0.3%
CN(C)c1ccc(/C=C/C(=O)c2ccc3c(c2)OCO3)cc1 | -0.1%
COc1cc2c(cc1N)-c1ccc(N)cc1C2 | 1.1%
CCOc1ccccc1OCC(=O)Nc1cc(C)on1 | -0.1%[50 µM]
O=C1NN(c2ccccc2)C(=O)/C1=C\c1ccccc1 | 0.4%
COc1ccc(CNC(=O)COC(=O)[C@@H]2CCCN2C(=O)c2cccs2)cc1 | -1.5%
O=C(C(=O)N1CCCC1)c1c(-c2ccccc2)[nH]c2ccccc12 | 0.6%
COc1ccc(C(C)=O)cc1COC(=O)[C@H](Cc1ccccc1)NC(=O)c1ccco1 | 0.1%
O=S(=O)(Nc1ccncc1)c1cc(Cl)c(Cl)cc1Cl | 1.5%
COc1ccc(Br)cc1CN(C)CC(=O)NCc1ccc(F)cc1 | 0.2%
Cc1ccc(C)c(OCCCNCc2ccccc2)c1 | -1.7%
CC(CCc1ccccc1)NC(=O)C1CCN(S(=O)(=O)c2ccc(F)cc2)CC1 (stereo not given) | 0.0%
Cc1sc2nc(CSC(C)C(=O)Nc3ccc(Cl)cn3)[nH]c(=O)c2c1C (stereo not given) | 0.9%[50 µM]
CCOc1ccc(NC(=S)N2CCCC2)cc1 | 0.2%
CC(=O)c1cccc(NC(=O)C2=CN3CCS(=O)(=O)N=C3C=C2)c1 | 0.2%[50 µM]
CC[C@]12c3[nH]c4ccc(Cl)cc4c3CCN1C(=O)[C@@H](CC(=O)NCCCn1ccnc1)C[C@@H]2C(=O)N1CCN(C(=O)c2ccco2)CC1 | -0.1%
COC(=O)c1cn(C(=O)c2cc(Br)ccc2Cl)c2ccccc12 | 0.2%
COc1ccc(C2C(C(C)=O)=C(O)C(=O)N2Cc2ccccc2)c(OC)c1 (stereo not given) | -0.3%
COC(=O)c1cn(-c2ccccc2)nc1-c1ccc(OC)c(OC)c1 | -0.1%
O=C(Nc1c2c(nn1-c1ccc([N+](=O)[O-])cc1)CS(=O)(=O)C2)c1ccco1 | i
Cc1ccc2cccc(OCC(=O)NCCC3=CCCCC3)c2n1 | 0.3%[50 µM]
O=C(C[C@H]1C/C=C\C[C@H](NC(=O)OCC2c3ccccc3-c3ccccc32)C(=O)OC[C@H]2CCCN2C1=O)NCCO | -2.0%
CCC1CCCCN1C(=O)Cn1c(=O)n(CCCC(=O)NCc2ccco2)c(=O)c2sccc21 (stereo not given) | 0.3%
CCOC(=O)c1ccc(NS(=O)(=O)c2c(C)nc3sccn3c2=O)cc1 | -0.5%
Cc1nc(NC(=O)COC(=O)CCc2ccccc2)c(Cl)cc1Cl | 0.0%[50 µM]
Cc1ccc(NS(=O)(=O)c2ccccc2)c([N+](=O)[O-])c1 | -1.3%
CC(=O)Nc1ccc(S(=O)(=O)NCC2CCC(C(=O)NCCCN(C)Cc3ccccc3)CC2)cc1 (stereo not given) | 11%
O=C(Nc1ccccc1)N1CCC(C(=O)N2CCCC(C(F)(F)F)C2)CC1 (stereo not given) | 0.7%
O=C(COC(=O)c1ncc(Cl)c(Cl)c1Cl)Nc1ccc(Cl)cn1 | 1.2%[50 µM]
O=C1NCC(Nc2ccccc2)C(=O)N1 (stereo not given) | -2.1%
Cc1ccc(S(=O)(=O)NCCC(=O)N2CCOCC2)cc1C | 2.0%[50 µM]
COc1ccc(OC)c(NC(=O)COC(=O)CCc2ccc(S(=O)(=O)N3CCOCC3)cc2)c1 | -2.6%
O=C(CN1C(=O)C2CC=CCC2C1=O)Nc1nnc(C2CC2)s1 (stereo not given) | 0.1%[50 µM]
CCCc1nnc(NC(=O)CCC(=O)N2CCN(Cc3ccc(OC)c(F)c3)CC2)s1 | 0.3%
COC(=O)c1sccc1NC(=O)Nc1ccc(C)cc1 | -0.1%
CC(=O)c1ccc(N(CC(=O)NC2CCS(=O)(=O)C2)S(=O)(=O)c2ccc(Cl)cc2)cc1 (stereo not given) | 0.3%[50 µM]
CCN1CCN(Cc2c(C(=O)N/N=C(\C)c3ccc(Cl)cc3)nnn2-c2nonc2N)CC1 | 0.4%
CCCCN(C(=O)Cc1ccc(S(=O)(=O)N2CCOCC2)s1)c1ccccc1 | 0.7%[50 µM]
O=C(NC1(c2ccccc2)CC1)C1CCC(=O)N(Cc2ccc(Cl)cc2)C1 (stereo not given) | 0.1%
Nc1c(N(Cc2ccco2)C(=O)c2ccc(Cl)cc2)c(=O)[nH]c(=O)n1Cc1ccccc1 | 0.2%[50 µM]
CCc1cc(C(=O)N/N=C/c2ccc(O)cc2O)c2ccccc2n1 | -0.1%
CCC(C(=O)N1CCOCC1)n1nc(C)c2sc3ccccc3c2c1=O (stereo not given) | -0.3%
CCCCC(CC)C(=O)O (stereo not given) | 0.4%
CCCOc1ccc(C(=O)Nc2cc(S(=O)(=O)N3CCOCC3)ccc2N2CCOCC2)cc1 | 0.2%[50 µM]
CCCCN(C(=O)c1ccc2c(c1)NC(=O)CS2)c1ccccc1 | -1.1%
Cc1ccc(OCc2cc(C(=O)N3CCc4sccc4C3)no2)cc1C | 0.0%
Cc1ccc(S(=O)(=O)N2CCN(C(=S)NCC3CCCO3)CC2)cc1 (stereo not given) | 1.4%[50 µM]

Some of these compounds in order of count of non-hydrogen atoms, smallest number first.
SMILES | UTI89 phage lysis
CCCCC(CC)C(=O)O (stereo not given) | 0.4%
CCCCN(C(=O)c1ccc2c(c1)NC(=O)CS2)c1ccccc1 | -1.1%
CCc1cc(C(=O)N/N=C/c2ccc(O)cc2O)c2ccccc2n1 | -0.1%
CCCCN(C(=O)Cc1ccc(S(=O)(=O)N2CCOCC2)s1)c1ccccc1 | 0.7%[50 µM]
CC(=O)c1ccc(N(CC(=O)NC2CCS(=O)(=O)C2)S(=O)(=O)c2ccc(Cl)cc2)cc1 (stereo not given) | 0.3%[50 µM]
CCN1CCN(Cc2c(C(=O)N/N=C(\C)c3ccc(Cl)cc3)nnn2-c2nonc2N)CC1 | 0.4%

(continued)
SMILES | UTI89 phage lysis
CC(C)Cn1c(SCC(=O)Nc2ccc(Cl)cc2F)nc(O)cc1=O | 0.4%
COc1ccc2cc(C=O)n(C)c2c1 | -0.1%
Cc1ccc(OCCN(C)C(=O)C2CCC(=O)N(CC3CCCCC3)C2)cc1 (stereo not given) | 0.1%
C/C(=N\NC(=O)CN1CCCCC1)c1ccccc1O | 4.3%[50 µM]
CNC(=S)N(CCc1c(C)[nH]c2ccc(F)cc12)Cc1ccco1 | -0.1%
O=[N+]([O-])c1cccc(S(=O)(=O)/N=C(/Nc2ccccc2)c2ccccc2)c1 | 0.2%
O=C(NCC(c1ccco1)N1CCN(c2ccc(F)cc2)CC1)c1ccc2c(c1)OCO2 (stereo not given) | 0.5%[50 µM]
COCCNc1nc2c(c(=O)[nH]c(=O)n2C)n1CCCc1ccccc1 | 0.2%
COc1ccc(Cl)cc1S(=O)(=O)N(C)CC(=O)N1CCCC1 | 0.2%
Cc1cc(C)cc(N(CC(=O)NC2CCCC2)C(=O)CCC(=O)Nc2cc(C)ccn2)c1 | -0.2%
CCOC(=O)N1CCN(C(=O)c2ccc(S(=O)(=O)Nc3ccccc3)cc2)CC1 | -2.9%
C/C(=N\NC(=O)c1cc(Br)ccc1O)c1cccc(NC(=O)c2ccccc2F)c1 | i
O=C(CN1CCN(c2ccc(F)cc2)CC1)N(C1CCCC1)C1CCS(=O)(=O)C1 (stereo not given) | 0.8%[50 µM]
CCOC(=O)c1c(C)n(CCOc2ccccc2)c2ccc(O)cc12 | 0.1%
O=C(COc1ccc([N+](=O)[O-])cc1Cl)NCCN1C(=O)CSC1=O | 1.0%[50 µM]
Cc1ccc(Cn2c(C(C)Nc3nc(-c4ccc(F)cc4)cs3)nc3cc(Cl)c(Cl)cc32)cc1 (stereo not given) | 1.3%
COc1ccc(-n2ncc3c2CC(C)(C)CC3NC(=O)CCCN2CCCC2=O)cc1 (stereo not given) | 0.3%
O=C1CCc2cc(S(=O)(=O)N3CCN(c4ccccc4)CC3)cc3c2N1CCC3 | 1.0%[50 µM]
COc1cc(-c2c(C(C)=O)c(C)nc3c2C(=O)c2ccccc2-3)cc(OC)c1OC | 0.1%
COc1ccccc1C(C)Nc1nc(-c2cccnc2)nc2ccccc12 (stereo not given) | -0.2%
CC(=O)Nc1ccc(S(=O)(=O)NCc2nc(-c3ccccc3C)no2)cc1 | 0.1%
CC1(COS(N)(=O)=O)CCCCC1 | 1.2%
CCOc1ccc(C(=O)O[C@H]2[C@H](Cc3ccccc3)NS(=O)(=O)[C@H]3C[C@@H]4C=C[C@]23O4)cc1 | -0.9%
S=C1NCCN1CC1CCN(CCCC2CCCC2)CC1 | 0.1%
Cc1ccc(S(=O)(=O)Cc2nnnn2-c2ccccc2)cc1 | 0.2%
CC1(CCC(=O)N2CCCC(N3CCN(c4cccc(C(F)(F)F)c4)CC3)C2)CC1 (stereo not given) | 1.7%[50 µM]

Assay outcomes deposited in PubChem BioAssay by Southern Research Specialized Biocontainment Screening Center.

Not all compounds are listed (hit frequency here may not be typical).
